FLuc modulator: inhibits or activates purified firefly luciferase, miR-21 counter-screen; P08659; purified FLuc, Km substrates, luminescence inhibition; Potency, µM (doses to about 57.5 µM), inactives show at the highest dose activity change, negative = inhibition, most hits filed as inhibitors; hit rate 6.9% among 360,000;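 further: plate controls were vehicle for no effect and reference inhibitor for full effect; nearly all actives have a fitted effect of over 55% in size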
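Biochemical qHTS of compounds, final roughly 60 µM downward over six points, against 10 nM purified firefly luciferase using Km concentrations of substrates (10 uM D-luciferin, 10 uM ATP) in Tris acetate pH 7.5 buffer; luminescence output.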
ELG1 genotoxic: genotoxicity induction in ELG1-luciferase HEK293T cells; HEK293T ELG1-luciferase reporter, luminescence, 16 h; Potency, µM (highest dose often 46 µM), without a hit: top-dose activity change, positive = activation, most hits filed as activators; hit rate 1.3% among 330,000; further: % of control where 0% means no effect; nearly all actives have a fitted effect of over 60% in size
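After overnight (16 hr) compound treatment at 37 °C, ELG1-luciferase HEK293T cells were lysed with ONE-Glo; luminescence quantified 30 min later at room temperature.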
p53 reactivator: re-activators of mutant p53; Potency, µM (top dose mostly 92.2 µM), without a hit: at the top dose activity change, positive = activation, usual class: activators; H1299 p53-A138V BP100-luciferase reporter, luminescence, 24 h; hit rate 0.063% among 320,000; AID 504706; further: % of control where 0% means no effect; nearly all actives have a fitted effect of over 45% in size
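H1299 (p53-null), stable ts p53-A138V + BP100-Luc; 1000 cells/well, Opti-MEM/10% FBS; cpd 4 pt, 1:5; 24 h, 37 deg C, 5% CO2; detection reagent 10 min RT; luminescence.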
VP16 counter: inhibits Gal4-VP16 luciferase reporter, ROR gamma counter-screen. hit rate 3.5% among 310,000. Drosophila S2 Gal4-VP16 UAS-luciferase, luminescence, 20 h. AID 2546. Potency, µM (top dose mostly 53.6 µM), inactives show at the top dose activity, negative = inhibition, hits mostly inhibitors;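 further: Gal4-VP16 expression switched on by copper sulfate through the metallothionein promoter; on the % scale 0 is the no-effect control and ±100 the full control effect; nearly all actives have a fitted effect of over 50% in size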
uPA surface inh: inhibitors of cell surface uPA generation; cell surface uPA generation assay, qHTS; Potency, µM (series often up to 38.3 µM), without a hit: at the top dose activity change, negative = inhibition, most hits filed as inhibitors; hit rate 0.31% among 330,000; AID 540303; active means well fitted inhibition curve with a large enough effect; inconclusive means small, poorly fitted or top-dose-only effect; inactive means no such curve, though single readings can be large or run the other way; tested in mouse RAW 264.7 cells; further: on the % scale 0 is the no-effect control and ±100 the full control effect; nearly all actives have a fitted effect of over 55% in size
Rab9 prom act: Rab9 promoter activation; Huh7 Rab9 promoter-luciferase reporter, luminescence, 24 h; Potency, µM (doses to about 9.22 µM), inactives show top-dose activation, negative = inhibition, hits mostly activators; hit rate 2.8% among 320,000; AID 485297; further: % of control where 0% means no effect; nearly all actives have a fitted effect of over 60% in size
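Quantitative HTS format; Huh7 Rab9-luciferase reporter cells (1500/well) receive compound 2 h post-plating, incubate 24 h at 37 °C, then get luciferase reagent for 10 min before luminescence reading.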
BRCA1 expr up: activators of BRCA1 expression; MCF7-BRCA1-FFLuc reporter, luminescence, 48 h; response scale: scaled: vehicle 0%, 10 µM genistein 100%; Potency, µM (highest dose often 46.1 µM), for inactives: at the top dose activation, hits mostly activators; hit rate 1.1% among 380,000; further: nearly all actives have a fitted effect of over 80% in size; some results filed as inactive show a strong effect at the top dose
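Luminescence from a BRCA1-driven firefly luciferase in MCF7 cells was read after 48 h compound exposure at 37 C. Data normalized against DMSO and a 10microM genistein activation control, then curve-fitted across the titration.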
MBNL1-CUG inh: blocks human MBNL1 binding to CUG repeat RNA | Q9NR56 | TR-FRET MBNL1-His/biotin-(CUG)12 binding, 665/545 ratio | Potency, µM (doses to about 57.5 µM), for the others: at the top dose activity change, negative = inhibition, actives largely listed as inhibitors | hit rate 0.036% among 280,000 | AID 2675; active means well fitted inhibition curve with a large enough effect in the signal ratio, with a control signal flat, not every such curve was filed as active; inconclusive means small, poorly fitted or top-dose-only effect, or effect the other way, or a change in a side signal; inactive means no such curve, though single readings can be large or run the other way; the % refers to the signal ratio; further: on the % scale 0 is the no-effect control and ±100 the full control effect
Target sequence (Q9NR56 whole entry, looked up): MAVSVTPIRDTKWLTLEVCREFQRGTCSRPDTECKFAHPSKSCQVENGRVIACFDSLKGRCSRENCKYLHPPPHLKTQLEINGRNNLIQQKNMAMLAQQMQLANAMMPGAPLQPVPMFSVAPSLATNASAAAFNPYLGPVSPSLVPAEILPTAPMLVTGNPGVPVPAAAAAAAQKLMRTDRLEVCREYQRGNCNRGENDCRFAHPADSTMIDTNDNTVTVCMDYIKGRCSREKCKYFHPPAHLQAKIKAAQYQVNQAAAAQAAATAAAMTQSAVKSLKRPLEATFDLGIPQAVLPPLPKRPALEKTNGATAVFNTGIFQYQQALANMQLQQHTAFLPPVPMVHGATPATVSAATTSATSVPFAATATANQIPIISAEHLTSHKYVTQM
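Inhibition of protein-RNA binding appears as loss of TR-FRET between terbium anti-His antibody on MBNL1-His and streptavidin-XL665 on biotin-(CUG)12. Activity is normalized to buffer-only and uninhibited-complex controls.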
RORg inh: ROR gamma (mouse) transcription inhibition | P51450 | Drosophila S2 Gal4-RORgamma UAS-luciferase reporter, 20 h | Potency, µM (highest dose often 53.6 µM), for the others: at the top dose activity change, negative = inhibition, most hits filed as inhibitors | hit rate 5.4% among 310,000; further: on the % scale 0 is the no-effect control and ±100 the full control effect; nearly all actives have a fitted effect of over 60% in size
Target sequence (P51450 whole entry, looked up, the tested form may be a part): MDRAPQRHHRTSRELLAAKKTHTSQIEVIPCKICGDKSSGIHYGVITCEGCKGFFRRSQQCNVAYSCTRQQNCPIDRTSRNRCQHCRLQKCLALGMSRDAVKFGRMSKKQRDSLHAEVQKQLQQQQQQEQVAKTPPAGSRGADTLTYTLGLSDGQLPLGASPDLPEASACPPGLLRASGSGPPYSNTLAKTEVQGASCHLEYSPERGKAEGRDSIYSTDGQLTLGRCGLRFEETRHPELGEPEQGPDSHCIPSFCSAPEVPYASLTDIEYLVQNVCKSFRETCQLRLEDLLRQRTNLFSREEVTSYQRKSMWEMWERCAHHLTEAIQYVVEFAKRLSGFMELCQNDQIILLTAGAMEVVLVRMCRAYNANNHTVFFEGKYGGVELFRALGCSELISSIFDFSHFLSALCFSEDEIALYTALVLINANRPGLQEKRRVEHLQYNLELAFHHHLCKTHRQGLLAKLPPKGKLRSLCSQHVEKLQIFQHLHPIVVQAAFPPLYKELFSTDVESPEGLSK
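Using a luciferase readout, inhibitors were identified by reduced reporter activity in Drosophila cells coexpressing a copper-inducible Gal4–ROR gamma fusion and UAS-driven Photinus luciferase, incubated 20 hr after 700 uM copper sulfate.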
NPC1 prom act: activates the NPC1 promoter. Potency, µM (highest dose often 9.22 µM), for the others: at the top dose activation, actives largely listed as activators. hit rate 2.4% among 320,000. Huh7 NPC1 promoter luciferase reporter, 24 h;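 further: % of control where 0% means no effect; nearly all actives have a fitted effect of over 60% in size; reporter is driven by a mutant NPC1 promoter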
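Luciferase expression driven by the NPC1 promoter was measured in stably transfected Huh7 cells after a 24 h compound incubation, using a luciferase reagent and a luminescence read.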
Starred values were filed as active, the others as inactive; u = inconclusive; x = no result given; [ ] = dose if it differs, or a comment. Unless noted, the call rests on the fitted dose curve; in most records, active means well fitted curve in the direction sought with a large enough effect; inconclusive means small, poorly fitted or top-dose-only effect, or another doubt; inactive means no such curve, though single readings can be large; an effect the other way counts as inactive or inconclusive. Potency means the concentration at half of the fitted maximal effect.

Screens in order – FLuc modulator, ELG1 genotoxic, p53 reactivator, VP16 counter, uPA surface inh, Rab9 prom act, BRCA1 expr up, MBNL1-CUG inh, RORg inh, NPC1 prom act
CC1CCN(C(=O)Cn2ncc3c([nH]c4ccccc43)c2=O)CC1
    0%, -2%[9.26 µM], 3%, -4%, -2%, -2%, 1%, 8%, 10%, 1%
Cc1cc(C)n(-c2ccc(C(=O)Nc3cc(C(F)(F)F)ccc3N3CCOCC3)cc2)n1
    0%, 0%, 1%, -9%, 0%, -3%, 0%, 20%, 0%, 0%
O=C(Nc1ccc2oc(-c3ccccc3F)nc2c1)c1ncn[nH]1
    2.1µM*, u, u, -14%, -8%, 0.5µM*, u, 0%, u, 0.35µM*
COc1ccc(C(C(=O)NC2CCCCC2)N(C(=O)Cc2c[nH]c3ccccc23)c2ccccc2)cc1OC (stereo not drawn)
    -1%, -6%, 1%, -13%, -3%, 1%, -92%[inhibitor], x, 13%[10 µM], -1%
Cc1cc(NC(=O)C(=O)c2c(C)[nH]c3ccccc23)no1
    5%, u, 3%, 3%[10 µM], -2%, -11%, 11%, -6%, u, -3%
CC1(C)CC2CC(C)(CN2C(=O)COC(=O)c2n[nH]c(=O)c3ccccc23)C1 (stereo not drawn)
    1%, -2%, 4%, -14%, 7%, 3%, 19%, 15%, 3%, 0%
COc1ccc(C2=NOC(C(=O)N3CCN(C(=O)c4ccco4)CC3)C2)cc1OC (stereo not drawn)
    0%, 2%, 8%, 0%, -12%, -4%, 8%, 8%, -21%, -4%
CCOC(=O)C1C(=O)C=C(c2ccc(NS(C)(=O)=O)cc2)CC1c1ccco1 (stereo not drawn)
    -2%, -3%, 0%, -8%, -3%, 3%, -3%, u, -3%, -2%
COc1ccc(C(=O)OCC(=O)NC2CCCCCCC2)cc1OC
    x, -2%, 3%, x, -1%, x, 5%, x, x, x
CC[C@]12c3[nH]c4ccccc4c3CCN1C(=O)C(CC(=O)NCCCOC)C[C@@H]2C(=O)N1CCN(C(=O)C2CC2)CC1 (stereo partly drawn)
    x, 2%, -4%, x, -6%, x, 8%, x, x, x
CCCn1nc(NC(=O)C(C)(C)C)c2cc3cc(OC)ccc3nc21
    0%, 4%, 1%, 3%, 5%, -5%, -21%, 13%, -3%, 3%
COc1ccccc1N1CCN(C(=O)c2c(-c3c(F)cccc3Cl)noc2C)CC1
    2%, -7%, x, x, -8%, -9%, -40%, 0%, x, -18%
COCCCN(C(=O)c1ccccc1F)c1nc(-c2ccc(OC)cc2)cs1
    -17%, -3%, -26%, 0%, -9%, -1%, -20%, 11%, 31%, -4%
CNC(=O)c1cc2c(=O)n3cc(C)ccc3nc2n(C(C)C)c1=N
    4%, 1%, -8%, -5%, -3%, -4%, -32%, u, -36%, 1%
CN(CCC1CCOCC1)C(=O)c1cc(COc2c(F)cccc2F)on1
    -6%, 5%, -2%, 5%, -7%, 14%, 11%, 3%, 8%, -2%
CC(NC(=O)/C=C/c1ccco1)c1nc2ccccc2n1Cc1c(Cl)cccc1Cl (stereo not drawn)
    2%, -1%, 8%, u, -9%, 14%, -27%, x, -35%, 7%
COC(=O)c1nn(-c2ccccc2)ccc1=O
    7%, 7%, -4%, 6%, 3%, -2%, -7%, 9%, 7%, -4%
CCN(CC)C(=O)C1CCN(S(=O)(=O)c2ccc3oc4ccccc4c3c2)CC1
    2%, -9%, -3%, u, -11%, -10%, -75%, -1%, u, -5%
COCCn1c(SCC(=O)Nc2ccccc2OC)nc2c([nH]c3ccccc32)c1=O
    3%, 7%, 0%, -15%, -14%, 2%, -51%, 20%, -39%, 6%
COc1ccc(OCc2cc(C(=O)N3CCC(c4ccccc4)CC3)no2)c(Cl)c1
    24µM*, 16%, 13%, -21%, -2%, 2.8µM*, 27%, -5%, 41%, u
O=c1ccc(-c2nc3ccccc3n2Cc2ccc(Cl)cc2)c[nH]1
    -2%, 4%, -2%, 21%, 0%, -2%[1.84 µM], -33%, -3%, 65%, -18%
CCCCc1cc(=O)oc2cc(OCc3cc(OC)c(OC)c(OC)c3)c(Cl)cc12
    6%, u, 6%, 5%[0.365 µM], -1%, 0%, -33%, -1%, 17%, -1%
CN(Cc1ccccc1)S(=O)(=O)c1ccc(NC(=O)C2CCCO2)cc1 (stereo not drawn)
    2%, -2%, -6%, 3%, -9%, 7%, 7%, -4%, 31%, 0%
Cc1ccc(CN(C)C(=O)c2cccc(S(=O)(=O)N3CCN(Cc4ccccc4)CC3)c2)o1
    1%, -5%, -4%, x, 1%, -3%, -31%, x, x, -2%
Cc1cc(C)n(-c2ccccc2C#N)n1
    2%, 3%, -2%, -3%, -3%, 3%, 0%, -4%, 18%, -3%
COC(=O)c1ccc(OCC(O)CNC2CCCC2)cc1 (stereo not drawn)
    0%, 6%, x, 0%, -2%, -2%, -19%, -1%, -21%, -4%
COc1ccc([N+](=O)[O-])cc1N1C(=O)c2cccc3cccc(c23)C1=O
    2%, 6%, 2%, -8%, 0%, -1%, -5%, 28%, 12%, -5%
Cc1nnc(NC(=O)CSc2nnnn2Cc2ccccc2)s1
    3%, 0%, -9%, -2%, 1%, 3%, -22%, -16%, 6%, 7%
Cc1ccc(NC(=O)C2CCN(S(C)(=O)=O)CC2)cc1
    3%, 1%, -5%, -8%, x, -2%, 5%, 0%, 1%, -3%
CSc1ccc(CN(C)CC(=O)Nc2ccccc2C(=O)NC2CC2)cc1
    -3%, -3%, -4%, x, 8%, 1%, -11%, x, x, -1%
Clc1ccc2nnnc(-c3ccccc3)c2c1
    2%, -19%, -26%, -20%, -2%, -24%, -77%, u, u, 23%
O=C(Nc1ccc(F)cc1)c1ccc2[nH]c(=O)c(=O)[nH]c2c1
    -4%, 0%, 17%, 6%, u, -1%, -14%, -2%, 1%, -2%
CCn1c(SCC(=O)NCC2CCCO2)nnc1-c1c[nH]c2ccccc12 (stereo not drawn)
    -2%, 0%, -3%, -11%, 3%, 0%, -13%, -15%, 32%, 2%
COc1cc(C(=O)Nc2cc(OC)c(OC)c(OC)c2)ccc1OCc1c(C)noc1C
    x, 11%, -5%, x, -6%, x, -47%, x, x, x
CCOC(=O)C1(Cc2cccc(OC)c2)CCN(Cc2ccc3c(c2)OCCO3)CC1
    1%, -11%, -3%, -8%, -3%, -13%, -4%, -4%, u, -2%
Cc1ccc(N/C(=N/S(=O)(=O)c2cccs2)c2ccccc2)c(C)c1
    -1%, 10%, 2%, 7%, -10%, -2%, -53%, 1%, 2%, -12%
CC(C)NC(=O)NCCCCCCS(C)=O (stereo not drawn)
    -3%, -3%, 1%, -1%, 0%, -4%, 6%, 14%, -11%, -3%
CCOc1cc(CNS(=O)(=O)c2cn(C)cn2)cc(OCC)c1OCC
    0%, 0%, 6%, 1%, -10%, 0%, 0%, 0%, -13%, -1%
Cc1ccc(-c2ccc(/C=C/C(=O)c3ccccc3)o2)cc1
    u, 1%, u, -27%, 0%, 3%, 48%, 1%, 18%, -1%
COc1ccc2nc(C)cc(NCc3ccc(F)cc3)c2c1
    -2%, -12%, 0%, 0%, -1%, 0%, -35%, 4%, -4%, -3%
O=C(NNc1cccc([N+](=O)[O-])c1)/C(=C\c1cccnc1)NC(=O)c1ccccc1
    -10%, 0%, -4%, -8%, 3%, -6%, 13%, u, -3%, -2%
CCN1CCN(C(=O)c2cc3c(-c4ccc(Cl)cc4)nn(C)c3s2)CC1
    -1%, 2%, -3%, -16%, -15%, 7%, -53%, -10%, 9%, 8%
Cn1cccc1/C=C1\SC(=S)N(Nc2ccccc2)C1=O
    u, 9%, 5%, u, -14%, 17%, 30%, x, 8%, 12%
COc1cc2cc(C(c3nnnn3C(C)(C)C)N3CCC(C)CC3)c(=O)[nH]c2cc1OC (stereo not drawn)
    4%, 0%, -12%, -7%, -7%, -13%, -2%[1.84 µM], 4%, 2%, -4%
Cc1cccc(CSCCNC(=O)CCSc2ccccc2)c1
    -19%, 2%, -3%, -11%, 3%, -10%, -16%, -29%, -22%, -3%
COc1ccc2c(CC(=O)N[C@@H](Cc3ccccc3)C(=O)O)cc(=O)oc2c1C
    u, -1%, -3%, 1%, 3%, 17%, 10%, -3%, -18%, -6%
Cc1ccc2nc(N3C(=O)C(O)=C(C(=O)c4ccco4)C3c3ccc(C)o3)sc2c1 (stereo not drawn)
    u, u, 25%, 8%, -4%, 2%, 18%, 21%, -2%, -1%
C=CCSc1n[nH]c2nc3c(c(=O)n12)C1(CCCC1)Cc1ccccc1-3
    0%, -14%, 5%, 11µM*, 2%, -7%, -43%, 2%, 5.6µM*, -4%
CC1CCc2c(sc(NC(=O)C3=COCCO3)c2C(N)=O)C1 (stereo not drawn)
    0.76µM*, u, u, x, 7.9µM*, 1.6µM*, 7.1µM*, x, x, 2.5µM*
Cc1ccc(S(=O)(=O)Nc2nc(C)cc(-n3nc(C)cc3C)n2)cc1
    -1%, 0%, -4%, 1%, -10%, -4%, 8%, -9%, -18%, 1%

Full records from above. Order of screens: FLuc modulator, ELG1 genotoxic, p53 reactivator, VP16 counter, uPA surface inh, Rab9 prom act, BRCA1 expr up, MBNL1-CUG inh, RORg inh, NPC1 prom act
Results for `COC(=O)c1ccc(OCC(O)CNC2CCCC2)cc1` (stereo not drawn) : 0%, 6%, x, 0%, -2%, -2%, -19%, -1%, -21%, -4%
Results for `O=C(Nc1ccc(F)cc1)c1ccc2[nH]c(=O)c(=O)[nH]c2c1` : -4%, 0%, 17%, 6%, u, -1%, -14%, -2%, 1%, -2%
